PhoP inhibition – inhibitors of PhoP regulon expression, primary screen, Salmonella Typhimurium, GFP reporter (AID 1863); one-dose inhibition, % at 50 µM; IC50 in µM for titrated hits; S. Typhimurium PhoP-regulated promoter GFP reporter, 4 h; higher % means a stronger effect; actives 0.16% (n = 300,000);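 active means inhibition over 29.93%, a cutoff 3 SD above the screen mean, later confirmed by dose response; inconclusive means inhibition over 29.93% but no dose response follow-up; inactive means inhibition at most 29.93% or unconfirmed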;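 further: 0% = low Mg2+ inducing control and 100% = high Mg2+ repressing control; strong numbers were not always called active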
TNAP activators – stimulation of alkaline phosphatase TNAP activity – biochemical, luminescent, no phosphate acceptor, uHTS, primary screen (AID 1001); purified TNAP, luminescent activation assay, no phosphate acceptor; higher activation fold means a stronger effect; one-dose activation fold at 20 µM; EC50 in µM for titrated hits; actives 0.03% (n = 200,000); in the data active means activation fold from about 3, or a potency from the dose series; inactive means the rest, 99 in 100 with activation fold below about 1.6; further: many of its hits are not listed in these tables
SIAH1 antagonists – Siah-1 peptide-binding antagonists, primary screen, biochemical, fluorescence polarization, rhodamine-plectin, uHTS (AID 1817); Siah-1 / rhodamine-plectin peptide fluorescence polarization; higher % means a stronger effect; displacement, % at 20 µM; hits with a dose series show IC50 in µM; actives 0.02% (n = 290,000);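 active means displacement of at least 50% at 20 µM, with a fluorescence ratio check between 0.3 and a set limit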;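 further: plate controls were Siah plus tracer with DMSO for no effect and tracer alone without Siah for full effect; strong numbers were not always called active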
XIAP antagonists – XIAP antagonists, biochemical, IAP family, fluorescence polarization (AID 1018). XIAP BIR domain, fluorescence polarization peptide displacement; higher % means a stronger effect. displacement, % at 20 µM, or IC50 in µM where a hit was titrated. actives 0.007% (n = 200,000); in the data active means displacement above about 50%; further: a part of the inactive calls stands beside numbers as strong as those of hits
WT yeast gro inh – growth inhibition of WT yeast, mitochondrial fusion screen; inhibition, % at 10 µM; AID 1362; mitochondrial fusion phenotypic screen, WT strain; actives 2.1% (n = 190,000); in the data active means inhibition above about 58%; tested in S. cerevisiae
Myeloid diff 2 – promotes myeloid progenitor differentiation; calls only at 10 µM; ER-HoxA9 myeloid progenitors, lysozyme-GFP differentiation, flow cytometry; actives 1% (n = 360,000); AID 624256;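 active means normalized GFP-positive differentiation at or above the plate's own cutoff, the solvent-only control mean plus 3 SD; inconclusive means no clear call, values can overlap the other calls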;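 further: cells exposed to compound for four days before flow analysis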
RSV CPE inhibition – RSV antiviral activity via CPE protection, HEp-2 cells, primary 10 µM value included (AID 2391). HEp-2 cells, RSV-induced CPE inhibition; higher % means a stronger effect. CPE inhibition, % at 10 µM, or IC50 in µM where a hit was titrated. actives 0.13% (n = 310,000); in the data active means a potency from the dose series; inconclusive means CPE inhibition mostly from about 23% at the one dose, without a potency; inactive means the rest, 99 in 100 with CPE inhibition below about 21%; further: strong numbers were not always called active
human PMI inhibitors – human PMI inhibitors, high substrate, primary screen, biochemical, fluorescence intensity, high mannose 6-phosphate (AID 1220); recombinant PMI enzyme, coupled fluorescence intensity; higher % means a stronger effect; one-dose inhibition, % at 20 µM; IC50 in µM for titrated hits; actives 0.66% (n = 190,000)
PMI inhibitors – MPI enzyme activity inhibition – biochemical, fluorescence intensity, coupled assay, primary screen (AID 1209) | actives 0.42% (n = 190,000) | purified PMI enzyme, coupled fluorescence intensity; higher % means a stronger effect | one-dose inhibition, % at 20 µM; IC50 in µM for titrated hits;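 further: plate controls were DMSO vehicle for no effect and wells lacking substrate for full effect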
WT yeast gro inh mutant strain – second read-out of WT yeast gro inh, no call of its own (marks repeat the call); inhibition, %; mitochondrial fusion phenotypic screen, mutant strain inhibition
Myeloid diff 2 GFP+ MAC1+ % – recorded beside Myeloid diff 2, whose call it bears; GFP+ MAC1+ double positive, %; measured here: differentiation confirmed by MAC1 staining
* hit, by the source's call; i = inactive; ? = inconclusive; . = not tested or not shown. Unless noted, no stated cut-off is given here; in the data, active means inhibition above about 50%; inactive means the rest.

SMILES,PhoP inhibition,TNAP activators,SIAH1 antagonists,XIAP antagonists,WT yeast gro inh,WT yeast gro inh mutant strain,Myeloid diff 2,Myeloid diff 2 GFP+ MAC1+ %,RSV CPE inhibition,human PMI inhibitors,PMI inhibitors
CC1(C(=O)OCC(=O)Nc2nc(-c3ccc(F)c(F)c3)cs2)CC1(Cl)Cl (stereo unspecified),3%,.,4%,.,.,.,i,0.4,8.7%,.,.
O=c1c2c3c(sc2nc2sc(CN4CCCCC4)cn12)CCCC3,-6%,1,-3%,-18%,-7,-6,.,.,-0.1%,16%,23%
CC(C)OC(=O)CSc1nnc(-c2ccccc2)n1N,-2%,1,2%,-1.1%,-3,-11,i,0.6,1.3%,-9%,-7%
O=C(CCCc1c[nH]c2ccccc12)Nc1ccc2ccccc2c1,8%,1,-4%,-7.1%,27,-6,i,0.5,22%,17%,13%
N#C/C(=C\c1cccc(OCC(=O)O)c1)c1nc2ccccc2[nH]1,2%,.,4%,.,.,.,i,0.2,1.6%,.,.
CC1(C)CC2CC(C)(CN2C(=O)COC(=O)c2ccc(Cl)c(N)c2)C1 (stereo unspecified),1%,1.1,3%,-4.2%,17,10,i,6.2,1.6%,-2%,3%
CCN(CC)Cc1cc(C(C)=O)ccc1OCC(C)C,-4%,1,-1%,-6.3%,-17,-20,i,4.5,-0.4%,0%,2%
CCN1N=C(c2ccccc2)Cn2c1nc1ccccc12,-8%,1.2,-6%,-4.6%,19,24,i,1.2,1.2%,-18%,-18%

In the list so far, these have a carbonyl joined to an NH by a bond outside any ring:
SMILES,PhoP inhibition,TNAP activators,SIAH1 antagonists,XIAP antagonists,WT yeast gro inh,WT yeast gro inh mutant strain,Myeloid diff 2,Myeloid diff 2 GFP+ MAC1+ %,RSV CPE inhibition,human PMI inhibitors,PMI inhibitors
CC1(C(=O)OCC(=O)Nc2nc(-c3ccc(F)c(F)c3)cs2)CC1(Cl)Cl (stereo unspecified),3%,.,4%,.,.,.,i,0.4,8.7%,.,.
O=C(CCCc1c[nH]c2ccccc12)Nc1ccc2ccccc2c1,8%,1,-4%,-7.1%,27,-6,i,0.5,22%,17%,13%

Next section
SMILES,PhoP inhibition,TNAP activators,SIAH1 antagonists,XIAP antagonists,WT yeast gro inh,WT yeast gro inh mutant strain,Myeloid diff 2,Myeloid diff 2 GFP+ MAC1+ %,RSV CPE inhibition,human PMI inhibitors,PMI inhibitors
CCOc1nc(-c2ccc(Cl)cc2Cl)ccc1C#N,-6%,1,11%,-5.5%,45,11,i,0.7,1.1%,8%,5%
Nc1nn2cc(-c3ccc(Br)cc3)nc2c2ccccc12,-8%,.,-8%,.,.,.,i,0.4,?,.,.
Cc1ccc(OCCCC(=O)Nc2nncs2)cc1,0%,1.1,2%,-3.9%,-1,-4,i,0.6,3.1%,8%,6%
COc1cccc(C2C(C#N)=C(N)Oc3cc(N)ccc32)c1OC (stereo unspecified),-6%,1,-5%,-7.0%,-1,-19,i,0.6,3.6%,25%,11%
Cc1cc(Cl)c2oc(C(=O)N(C)CCc3cnn(C)c3)c(C)c2c1,5%,.,-2%,.,.,.,i,2.2,1.7%,.,.
COc1ccc2oc3cc(C)[n+]([O-])c(-c4ccc(C)cc4)c3c2c1,6%,1.1,4%,-8.3%,8,11,i,1.4,12%,10%,7%
O=C(NCCc1ccc2c(c1)OCCO2)c1cccc(F)c1,8%,1.1,0%,-4.5%,0,1,i,0.2,6.7%,-6%,-5%
O=C(O)CSc1nnc(COc2cccc3ccccc23)o1,-4%,.,-7%,.,.,.,i,0.5,0.4%,.,.
Cc1ccc2c(c1)-c1c(ssc1=S)C(C)(C)N2C(=O)CSc1nncn1C,3%,0.9,-9%,-7.3%,9,20,i,0.4,8.7%,1%,9%
O=C(CNC(=O)c1ccc(S(=O)(=O)N2CCCCC2)cc1)N/N=C/c1ccco1,5%,1.1,2%,-3.7%,-2,8,i,0.0,4.0%,12%,16%
CCOC(=O)C(C(C)=O)C(c1ccc(OC)cc1)C(C(C)=O)C(=O)OCC (stereo unspecified),3%,1.1,-2%,3.3%,4,0,i,0.8,0.8%,9%,11%
COc1ccc(Cl)cc1NC(=O)NCCN1CCCCC1,4%,1.2,0%,-4.1%,-4,-8,i,0.4,0.2%,2%,0%
O=C(CCl)NCc1cc(-c2ccc(Cl)cc2)no1,1%,1,-3%,-4.5%,-19,-11,i,0.9,39%,-5%,-14%
CCN(CC)S(=O)(=O)c1ccc(S(=O)(=O)Nc2ccc3c(c2)oc2ccccc23)cc1,9%,1.1,3%,-4.7%,58,22,i,1.4,13%,19%,26%
COc1ccc(CCC(=O)NNC(=O)Nc2ccc(C(C)=O)cc2)cc1,-2%,.,5%,.,.,.,i,0.9,0.4%,.,.
CCOC(=O)c1c(C)nc2c(c1-c1ccccc1)C(=O)CCC2,-3%,1.1,3%,-1.4%,-13,-10,i,0.8,0.6%,2%,1%
CN(CC(=O)Nc1cccnc1)S(=O)(=O)c1ccc(Br)cc1,-5%,.,1%,.,.,.,i,1.4,0.4%,.,.
Nc1cccc(C(=O)OCC(=O)NC2CCCc3ccccc32)c1 (stereo unspecified),-6%,1.1,1%,-6.2%,0,10,i,0.8,8.4%,13%,3%
COCCSc1ccccc1C(=O)Nc1cccnc1,7%,1.1,-1%,-2.7%,-10,-8,i,1.3,1.1%,-22%,2%
Clc1ccccc1-c1ccc(/C=N/Nc2nncc(-c3ccccc3)n2)o1,-9%,1.1,1%,-4.2%,8,-9,i,0.4,5.1%,-9%,-9%
CCN(CC)C(=O)C1CCN(S(=O)(=O)c2ccc(C3CNC(=O)C3)cc2)CC1 (stereo unspecified),-1%,1.1,1%,-1.2%,10,-4,i,1.3,0.4%,12%,13%
CC(=O)Nc1ccc(S(=O)(=O)Nc2cc3c(cc2C(C)=O)OCO3)cc1,-4%,.,10%,.,.,.,i,0.4,0.7%,.,.
COC(=O)CCCC1=CC2=C(c3ccccc3)C(=O)C(C)(OC(=O)C3CCCC3)C(=O)C2=CN1C(CO)CO (stereo unspecified),-6%,.,1%,.,.,.,i,0.8,0.3%,.,.
Cc1ccc(S(=O)(=O)N2CCOCC2)cc1C(=O)NC1CCSc2ccccc21 (stereo unspecified),-5%,.,2%,.,.,.,i,5.7,2.5%,.,.
CCOC(=O)CN1C(=N)N(c2nc(NC(C)C)nc(NC(C)C)n2)CC1=O,-8%,1.1,1%,-3.3%,-12,4,i,2.0,0.0%,2%,4%
Cc1c(N2C(=O)/C(=C\c3cccc4ccccc34)SC2=S)c(=O)n(-c2ccccc2)n1C,-4%,0.8,7%,-2.7%,36,34,i,0.5,8.3%,21%,24%
COc1ccc(NC(=O)COc2ccc(/C=N/O)cc2OC)cc1,-6%,1.1,18%,-0.9%,-24,-5,i,0.5,0.3%,0%,-4%
Cc1cccc(Nc2ncnc3ccccc23)c1,13%,1.1,6%,-12%,-22,-2,i,0.5,1.9%,18%,11%
O=C(NN=C1CCCCCCC1)c1ccccn1,-1%,1,1%,-19%,14,-17,i,2.6,1.9%,4%,3%
Cc1ccc(NC(=O)c2ccccc2)cc1-n1cnnn1,8%,1,4%,-7.6%,-5,-10,i,0.5,-1.4%,-2%,1%
COc1ccc(NC(=O)c2ccc3c(c2)C(=O)N(Cc2cccnc2)C3=O)c(OC)c1,8%,1.1,2%,-5.1%,18,3,i,8.5,0.9%,2%,-2%
COc1cc(OC)c(OC)cc1/C=N/NC(=S)NCCN1CCOCC1,-3%,1.1,-9%,-12%,-8,14,i,0.9,4.9%,-3%,1%
CC(=O)N1c2ccc(S(=O)(=O)N3CCCC3)cc2CC1C(=O)NCc1ccc(N(C)C)cc1 (stereo unspecified),4%,.,1%,.,.,.,i,3.8,0.2%,.,.
CCOC(=O)COc1ccccc1C(=O)c1cnn(-c2ccccc2)c1,6%,.,-4%,.,.,.,i,0.8,1.2%,.,.
COCc1cc(C)nc(SCC(=O)Nc2nc(C)cs2)c1C#N,-12%,.,-3%,.,.,.,i,1.5,3.7%,.,.
COc1ccccc1CNC(=O)Cn1cccc1C(=O)c1ccccc1C,-1%,.,-4%,.,.,.,i,2.8,6.9%,.,.
O=C(COC(=O)c1cc[n+]([O-])cc1)Nc1ccc(F)c([N+](=O)[O-])c1,-4%,1.1,-2%,-5.6%,-2,-11,i,0.2,1.1%,8%,4%
N=c1c(C(=O)NC2CCCC2)cc2c(=O)n3ccccc3nc2n1CC1CCCO1 (stereo unspecified),-7%,.,3%,.,.,.,i,1.1,-0.7%,.,.
CN1CCN(S(=O)(=O)c2ccc3c4c(cccc24)C(=O)N3)CC1,4%,1.1,-1%,0.8%,4,-5,i,0.4,1.8%,32%,14%
CC(C)CNC(=S)NC(=O)c1ccccc1Cl,-8%,1.2,3%,3.2%,10,-1,i,0.3,3.2%,1%,10%
COc1ccc(CCn2c(=N)c(C(=O)NCc3ccco3)cc3c(=O)n4ccccc4nc32)cc1,-21%,1,2%,-0.9%,8,-6,i,0.8,2.1%,13%,3%
CSc1nc2c(c(=O)[nH]1)C(c1ccc(C(F)(F)F)cc1)CC(=O)N2 (stereo unspecified),5%,1.1,-3%,-2.2%,-17,-6,i,0.4,1.1%,4%,-10%
COc1cccc(CCc2nnc(CCC(=O)NC(C)Cc3cccs3)o2)c1 (stereo unspecified),-10%,.,-1%,.,.,.,i,0.5,-0.3%,.,.
CCC(=O)Nc1cc(C)c(NC(=O)c2ccccc2OC)cn1,0%,1,-2%,-14%,-7,1,i,0.6,-0.1%,16%,11%
O=C(NCc1ccco1)C1CCC(CNS(=O)(=O)c2cccc3cccnc23)CC1 (stereo unspecified),-9%,1.1,1%,-0.6%,-8,-17,i,4.3,2.5%,9%,11%
O=S(=O)(c1ccc(S(=O)(=O)N2CCN3CCCC3C2)cc1)N1CCCC1 (stereo unspecified),-1%,1.1,0%,-5.5%,-10,-16,i,0.6,0.0%,8%,2%
CN1CCN(C(=O)/C(=C/c2cccs2)NC(=O)c2cccs2)CC1,-4%,1,9%,-14%,-10,7,i,0.8,1.3%,1%,6%
CC/C(=N\NC(=O)c1c(C)nc2ccccn12)c1ccc(Cl)cc1,3%,.,-4%,.,.,.,i,2.1,1.5%,.,.
CC(C)C(CCN1C(=O)CCC1=O)C1CCOC(C)(C)C1 (stereo unspecified),5%,1.1,1%,-0.8%,0,-4,i,0.2,3.8%,2%,7%
Cc1nc2ccc(S(=O)(=O)c3ccc4nc(C)[nH]c4c3)cc2[nH]1,2%,1.3,2%,-7.4%,18,7,i,0.7,2.5%,10%,6%
Cc1nnc(SCC(=O)Nc2cccc(S(N)(=O)=O)c2)n1-c1ccccc1,3%,.,12%,.,.,.,i,3.6,1.5%,.,.

Screening data deposited in PubChem BioAssay by several laboratories.
